# Screens deposited in PubChem by several laboratories.
# TbMetRS inhib = blocks T. brucei methionyl-tRNA synthetase activity. purified T. brucei MetRS, ATP depletion, Kinase-Glo luminescence. 0.4% of 360,000 active. inhibition, % at 11.9 µM;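 active means inhibition above a per-plate cutoff of the control wells' mean inhibition plus 3 SD, cut at about 5.5% in these data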;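 further: 0% = DMSO wells median and 100% = median of wells with control inhibitor compound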
#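 Test system – parasite MetRS enzyme · Reagent – substrates ATP, L-methionine and bulk Escherichia coli tRNA · Doses – 11.9 µM compound single dose, 0.9% DMSO · Times – 15 min enzyme-compound preincubation, 2 h reaction, 10 min detection, 25 °C · Signal – Kinase-Glo luminescence, ATP depletion format · Controls – DMSO-only wells as low control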
# MsrA inh = bovine MsrA inhibition; 0.75% of 360,000 active; purified bovine MsrA, absorbance read-out; inhibition, % at 15.5 µM; AID 651718; in the data active means inhibition above about 4.5%;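 further: 0% = vehicle wells with enzyme and 100% = reference inhibitor wells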
# MLLE-PAM2 inh = blocks PAM2 peptide binding to the PABP1 MLLE domain. P11940. GST-MLLE / FITC-PAM2 fluorescence polarization. inhibition, % at 20 µM. 0.36% of 360,000 active; in the data active means inhibition above about 35%, passing the limit was not always enough;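 further: plate controls were DMSO wells with GST-MLLE for no effect and wells lacking GST-MLLE protein for full effect; some results filed as inactive read as strong as hits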
# Rin1-Abl PPI inh = blocks binding of human Rin1 to Abl. 0.4% of 360,000 active. inhibition, % at 7.35 µM. P00519+Q13671. TR-FRET Rin1/Abl binding, biochemical; in the data active means inhibition above about 5%, passing the limit was not always enough
# CSN deneddyl inh = CSN deneddylation inhibition; inhibition, % at 12.5 µM; Q92905; 0.38% of 360,000 active; Purified CSN, SCF-Nedd8-OG deneddylation, fluorescence polarization;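 active means pattern-corrected inhibition above about 35%, with an unprinted fluorescence ratio check between 0.5 and 1.5, limit read from the data, passing the limit was not always enough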;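 further: 0% = enzyme with substrate and 100% = substrate without enzyme; some results filed as inactive read as strong as hits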
# Target sequence (Q92905 whole entry, looked up, one chain of several): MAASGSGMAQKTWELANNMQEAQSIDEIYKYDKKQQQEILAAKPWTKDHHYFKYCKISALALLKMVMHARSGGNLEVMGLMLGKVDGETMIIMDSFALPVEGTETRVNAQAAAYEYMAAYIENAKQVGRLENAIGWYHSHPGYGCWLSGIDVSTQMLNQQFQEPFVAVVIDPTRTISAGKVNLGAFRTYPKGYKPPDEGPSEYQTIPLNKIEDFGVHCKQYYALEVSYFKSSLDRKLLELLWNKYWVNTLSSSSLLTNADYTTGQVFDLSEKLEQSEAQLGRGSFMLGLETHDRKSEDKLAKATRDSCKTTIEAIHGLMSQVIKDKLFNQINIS
#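 Assay system: HEK293T-derived human Csn5 enzyme; quantity: 0.24 nM enzyme; medium: Tris/NaCl/DTT buffer, pH 7.5; also added: substrate SCFSkp2-Nedd8OG, 10 nM; doses: 12.5 µM compound; schedule: 90 min reaction at room temperature; signal: FP; read-out: % inhibition of substrate cleavage by Csn5; benchmarks: substrate-only high control, full reaction low control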
# eLon inh = E. coli protease La inhibition. P0A9M0. purified E. coli Lon protease, fluorescence polarization. inhibition, % at 7.94 µM. 0.42% of 360,000 active. AID 602123; in the data active means inhibition above about 13%, passing the limit was not always enough;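 further: 0% = enzyme with probe and DMSO and 100% = no enzyme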
# Target sequence (P0A9M0 whole entry, looked up): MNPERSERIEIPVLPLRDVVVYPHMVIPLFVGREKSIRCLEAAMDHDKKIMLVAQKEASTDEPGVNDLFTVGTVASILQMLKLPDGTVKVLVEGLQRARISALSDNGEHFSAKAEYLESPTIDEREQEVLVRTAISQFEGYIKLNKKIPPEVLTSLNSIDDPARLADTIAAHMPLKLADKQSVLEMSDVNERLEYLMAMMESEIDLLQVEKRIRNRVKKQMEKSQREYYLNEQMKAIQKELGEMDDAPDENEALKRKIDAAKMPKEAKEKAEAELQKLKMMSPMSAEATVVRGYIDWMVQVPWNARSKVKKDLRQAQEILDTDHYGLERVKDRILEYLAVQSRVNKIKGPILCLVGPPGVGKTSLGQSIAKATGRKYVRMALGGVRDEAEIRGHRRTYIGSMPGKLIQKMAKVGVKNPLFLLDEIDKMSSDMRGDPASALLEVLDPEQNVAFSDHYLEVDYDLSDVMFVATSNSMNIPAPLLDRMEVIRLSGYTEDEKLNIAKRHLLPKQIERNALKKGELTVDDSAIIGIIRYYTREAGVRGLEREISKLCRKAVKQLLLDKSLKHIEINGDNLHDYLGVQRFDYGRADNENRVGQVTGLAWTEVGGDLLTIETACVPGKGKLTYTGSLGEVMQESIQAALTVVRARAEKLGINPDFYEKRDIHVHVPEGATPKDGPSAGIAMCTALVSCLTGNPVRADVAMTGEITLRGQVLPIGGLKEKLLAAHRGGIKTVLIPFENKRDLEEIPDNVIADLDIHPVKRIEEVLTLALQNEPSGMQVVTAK
# MsrA act = activators of bovine methionine sulfoxide reductase A; AID 602163; activation, % at 10.6 µM; purified bovine MsrA, absorbance read-out; 0.3% of 360,000 active; in the data active means activation above about 7.5%;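 further: 0% = vehicle and 100% = reference activator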
# Neddylation inh = inhibitors of human cullin neddylation; P61081+Q13564; TR-FRET cullin neddylation, biochemical; calls only at 25 µM; 0.58% of 360,000 active; in the data active means inhibition above about 36%
# FAS TE block = blocks the thioesterase domain of human fatty acid synthase; recombinant FAS-TE, OMFH fluorogenic substrate, fluorescence endpoint; inhibition, % at 15 µM; 0.67% of 360,000 active; AID 602261; P49327;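 active means compounds whose normalised, plate-corrected inhibition of enzyme fluorescence in the single-dose primary screen is 50% or more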;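 further: 0% = DMSO with enzyme and 100% = substrate without enzyme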
# Starred values were filed as active, the others as inactive; i = inactive; nt = no result given. The order is random; overall some 4% were active at least once.
item	smiles	TbMetRS inhib	MsrA inh	MLLE-PAM2 inh	Rin1-Abl PPI inh	CSN deneddyl inh	eLon inh	MsrA act	Neddylation inh	FAS TE block
1	CCOC(=O)Nc1nc2ccc(Cn3cccc3)cc2[nH]1	0.2	-0.3	-3	1	1	-3	0	i	-7
2	CCOC(=O)c1c(C)nc2ccccc2c1-c1ccccc1	-1.4	0.8	-1	-4	0	-3	-7	i	15
3	Cn1c(=O)c2c(ncn2CC(=O)N2CCN(S(=O)(=O)c3ccc(F)cc3)CC2)n(C)c1=O	-0.5	-0.2	-6	1	1	9	-2	i	-2
4	Cc1cc(F)ccc1NC(=O)C(C)n1c2ccccc2c2nc(=O)cc(C)n21 (centres undefined)	0.5	-0.1	-2	0	1	2	-2	i	0
5	Nc1ncnc2c1ncn2[C@H]1CC[C@@H](CO)O1	-0.5	1.5	7	1	-2	-1	-1	i	3
6	C/C(CC(=O)Nc1cccc(Cl)c1C)=N\NC(=O)C(=O)NCC(C)C	-0.1	-0.1	-1	-2	-7	8	-2	i	-9
7	CCOC(=O)N1CCN(CC(O)COc2ccccc2C(C)C)CC1 (centres undefined)	-1.2	0.1	0	0	-7	0	-5	i	-2
8	COC(=O)c1cc(S(=O)(=O)N(C)C2CCCCC2)oc1C	4.2	0.1	2	3	-2	-6	-1	i	7
9	CC1CCN(CCNC(=O)C2CCN(S(=O)(=O)c3cccc4nsnc34)CC2)CC1	-1.5	2.2	-5	-1	0	10	-13	i	-2
10	CCN(CC)C(=O)CSc1nc(N)c(-c2ccccc2)c(=O)[nH]1	-0.7	-0.4	2	2	5	7	6	i	1
11	CC1CCCN(c2nc3c(c(=O)[nH]c(=O)n3C)n2Cc2ccccc2Cl)C1 (centres undefined)	-1.0	-0.3	4	0	5	-7	-1	i	11
12	Cc1cc(C)c2c(N)c(C(=O)N/N=C/c3ccccc3)sc2n1	-0.4	-0.5	-15	-6	4	0	-5	i	-5
13	O=C(CCc1ccccc1)Nc1nc2nc(-c3ccccc3)cc(=O)n2[nH]1	-0.3	-0.1	-3	0	7	-7	-2	i	-2
14	CCCCc1c(Cc2cccc(F)c2)ncn1CCc1ccccc1OC	-0.4	0.3	nt	nt	-2	2	0	i	12
15	Cc1nnc(NC(=O)CSc2ccc3nnc(-c4ccccn4)n3n2)s1	0.5	0.8	-9	-3	8	3	-1	nt	-3

# (next part)
item	smiles	TbMetRS inhib	MsrA inh	MLLE-PAM2 inh	Rin1-Abl PPI inh	CSN deneddyl inh	eLon inh	MsrA act	Neddylation inh	FAS TE block
16	CN/C=C1\C(=O)C(C)(C)Oc2ccc3ccc(=O)oc3c21	-1.3	5.4*	17	-2	2	-8	-6	i	-1
17	Cc1cc(OCc2cccc(S(=O)(=O)N3CCOCC3)c2)ccc1Cl	-0.7	-0.2	6	0	-1	15	-10	i	22
18	O=C(C1CCCCN1S(=O)(=O)c1ccccc1[N+](=O)[O-])N1CCCC1 (centres undefined)	-0.9	-0.9	-5	6	0	1	-14	i	-9
19	O=C(c1cn(-c2ccccc2)nc1-c1cccnc1)N1CCN(S(=O)(=O)c2cccc(F)c2)CC1	-0.5	0.4	-11	2	-5	4	-10	i	3
20	COc1ccc2c(c1)Cc1sc(NC(=O)c3ccco3)nc1-2	-0.6	1.8	26	2	24	-2	-2	i	4
21	Cc1ccc(C(=O)NC(=S)Nc2ccc(-c3cc4ccccc4oc3=O)cc2)c(C)c1	-1.1	1.1	6	0	3	5	-5	i	-8
22	O=c1oc2ccccc2cc1-c1ccc(O)cc1	0.1	3.1	7	-4	-2	-15	-8	i	-12
23	O=C(CSc1ccccc1)Nc1ccc2c(c1)C(=O)NC2=O	-0.5	0.9	12	3	3	14	-8	i	-8
24	CC(C)(C)OC(=O)C[C@H]1C/C=C\C[C@@H](CC(=O)N(CCO)Cc2ccccc2)C(=O)N2CCC[C@@H]2COC1=O	-0.4	0.7	3	0	-3	11	0	i	-10
25	Cc1ccccc1OCC(=O)N/N=C1\CCOc2c(C)cccc21	-0.4	-1.1	2	4	7	0	0	i	-3
26	CCc1nc2ccc(C(=O)N(CC)CCN(C)C)cn2c1N(CC)C(=O)NCCc1ccccc1	-0.3	1.1	6	1	-3	5	1	i	-5
27	COCc1nnc(NC(=O)c2cccs2)s1	-0.5	1.1	-3	-2	1	10	-3	i	-3
28	CSCCC(NC(=O)c1ccccc1)C(=O)N1CCN(C(c2ccccc2)c2ccccc2)CC1 (centres undefined)	0.6	-0.5	-8	3	-5	-6	-4	i	18
29	Cc1cc(C)n2nc(CC(=O)NC3CCCCCCC3)nc2n1	-0.3	nt	-3	-4	-2	6	-10	i	1
30	COCCN1Cc2cccc(C(=O)Nc3cccc(C)c3C)c2C1=O	0.2	-1.1	-6	0	-3	0	-2	i	-5

# Ten compounds from above, sorted by SMILES length, ascending:
item	smiles	TbMetRS inhib	MsrA inh	MLLE-PAM2 inh	Rin1-Abl PPI inh	CSN deneddyl inh	eLon inh	MsrA act	Neddylation inh	FAS TE block
22	O=c1oc2ccccc2cc1-c1ccc(O)cc1	0.1	3.1	7	-4	-2	-15	-8	i	-12
1	CCOC(=O)Nc1nc2ccc(Cn3cccc3)cc2[nH]1	0.2	-0.3	-3	1	1	-3	0	i	-7
29	Cc1cc(C)n2nc(CC(=O)NC3CCCCCCC3)nc2n1	-0.3	nt	-3	-4	-2	6	-10	i	1
14	CCCCc1c(Cc2cccc(F)c2)ncn1CCc1ccccc1OC	-0.4	0.3	nt	nt	-2	2	0	i	12
7	CCOC(=O)N1CCN(CC(O)COc2ccccc2C(C)C)CC1 (centres undefined)	-1.2	0.1	0	0	-7	0	-5	i	-2
16	CN/C=C1\C(=O)C(C)(C)Oc2ccc3ccc(=O)oc3c21	-1.3	5.4*	17	-2	2	-8	-6	i	-1
6	C/C(CC(=O)Nc1cccc(Cl)c1C)=N\NC(=O)C(=O)NCC(C)C	-0.1	-0.1	-1	-2	-7	8	-2	i	-9
4	Cc1cc(F)ccc1NC(=O)C(C)n1c2ccccc2c2nc(=O)cc(C)n21 (centres undefined)	0.5	-0.1	-2	0	1	2	-2	i	0
11	CC1CCCN(c2nc3c(c(=O)[nH]c(=O)n3C)n2Cc2ccccc2Cl)C1 (centres undefined)	-1.0	-0.3	4	0	5	-7	-1	i	11
24	CC(C)(C)OC(=O)C[C@H]1C/C=C\C[C@@H](CC(=O)N(CCO)Cc2ccccc2)C(=O)N2CCC[C@@H]2COC1=O	-0.4	0.7	3	0	-3	11	0	i	-10

# (list continues)
item	smiles	TbMetRS inhib	MsrA inh	MLLE-PAM2 inh	Rin1-Abl PPI inh	CSN deneddyl inh	eLon inh	MsrA act	Neddylation inh	FAS TE block
31	CC1(C)CC(=O)CC(C2(O)C(=O)N(Cc3ccccc3)c3ccccc32)O1 (centres undefined)	0.0	-0.1	1	3	-1	-5	2	i	-3
32	O=C(C[n+]1cn(C(F)F)c2ccccc21)c1ccc(Br)cc1	-0.9	0.3	-3	-4	-2	7	1	i	-2
33	CN1C(=O)C(C)(C)c2cc(S(=O)(=O)N3CCCC(C(=O)Nc4ccc(Cl)cc4)C3)ccc21 (centres undefined)	-0.1	-0.5	12	4	4	0	-1	i	12
34	O=C(CSc1ncccn1)Nc1cc(Cl)ccc1[N+](=O)[O-]	-0.7	0.8	7	-2	1	0	0	i	-3
35	O=C(Nc1ccc(N2CCCC2=O)cc1)c1cncc(Br)c1	0.1	0.2	9	3	-5	3	-2	i	-8
36	CC(C)[C@@H]1Cc2[nH][nH]c(=O)c2[C@H](C)O1	-0.5	0.8	nt	nt	1	6	-2	i	-3
37	COc1ccccc1N1C[C@@H]2C[C@@H](c3ccco3)N3CCC[C@@]23C1=O	-0.3	1.2	2	-1	4	10	-1	i	-2
38	C=CC[C@H](CC(=O)NCCO)C(=O)NC[C@@H](OC(=O)[C@@H](CC=C)CC(=O)OC(C)(C)C)c1ccccc1	0.2	-1.1	-7	1	-1	0	-11	i	-8
39	COc1cc(C)c(Br)cc1S(=O)(=O)NCc1cccs1	-0.2	2.1	0	1	-1	-12	0	i	6
40	COC(=O)[C@@H]1C[C@H]2CC[C@H](O)C[C@H]2N1Cc1ccc(C)s1	-0.3	0.6	2	1	0	-3	-2	i	-8
41	Cc1cc2[nH]c(=O)c(=O)[nH]c2cc1S(=O)(=O)N(C)C1CCCCC1	-0.8	1.1	-12	-2	-4	-1	-11	i	12
42	O=C(CSc1nncs1)Nc1nccs1	-0.5	-1.0	10	-6	0	-1	-5	i	-7
43	O=S(=O)(c1ccc(C2CCCCC2)cc1)N1CCCC1	0.0	-0.7	-5	3	-7	1	-1	i	21
44	COCc1cc(C(C)=O)ccc1OCC(=O)Nc1ccc(NC(C)=O)cc1	-0.4	-1.1	-16	4	-1	6	-3	i	-1
45	O=C(Nc1cccc(Cl)c1)c1csc([C@@H]2O[C@H](CO)[C@H](O)[C@H](O)[C@H]2O)n1	-0.1	-0.7	4	-2	3	1	1	i	-4

# (next part)
item	smiles	TbMetRS inhib	MsrA inh	MLLE-PAM2 inh	Rin1-Abl PPI inh	CSN deneddyl inh	eLon inh	MsrA act	Neddylation inh	FAS TE block
46	c1ccc2c(-n3cnnn3)cccc2c1	-0.9	0.7	-3	-2	4	3	1	i	-7
47	Cc1ccc(S(=O)(=O)N2CCC(C(N)=O)CC2)c(C)c1C	-1.7	0.4	8	1	0	-9	-4	i	-7
48	CC(OC(=O)CCN1C(=O)C2CC=CCC2C1=O)C(=O)Nc1cccc(C#N)c1 (centres undefined)	0.2	-1.6	-18	5	0	1	0	i	-1
49	Cc1nc(NC(=O)CN2CCN(c3ccccc3F)CC2)sc1C(=O)N(C)C	-1.2	0.7	1	-3	3	4	-8	i	0
50	CCc1ccc2[nH]c(C(=O)Nc3ccc(C)c(F)c3)cc2c1	-0.4	0.2	-12	0	-1	-1	-10	i	3
51	CSCC(NS(=O)(=O)c1ccc(C)cc1)C(=O)O (centres undefined)	1.8	2.0	9	6	98	-5	0	i	0
52	Cc1c(N=Cc2cccs2)c(=O)n(-c2ccccc2)n1C	-0.7	-0.2	-2	1	-3	3	-3	i	-5
53	CC1CCCC(NC(=O)COC(=O)c2cccs2)C1C (centres undefined)	-0.2	0.2	-7	0	-1	6	-2	i	-1
54	CCCCC(=O)NC(c1ccccc1)c1ccc2cccnc2c1O (centres undefined)	-2.0	-0.8	1	3	0	-10	-9	i	4
55	O=S(=O)(NCC(c1ccco1)N1CCN(c2ccccc2)CC1)c1ccc(F)cc1 (centres undefined)	0.7	-0.9	4	-3	-2	0	-3	i	11
56	O=C(C1CCC(CNS(=O)(=O)c2cccs2)CC1)N1CCN(c2ccc(F)cc2)CC1 (centres undefined)	-0.9	0.5	-24	0	-1	3	-7	i	3
57	Cc1nnc(Sc2nc3ccccc3o2)c2ccccc12	0.2	0.3	-99	-2	3	4	-1	i	1
58	Cc1ccc(C(=O)N2CCCC2)cc1Br	0.2	0.5	-2	-2	-1	9	-3	i	-7
59	Cc1cc(O)ccc1N/C=C1\CCCC1=O	1.3	0.9	-20	-4	1	7	-5	i	-11
60	O=C(NCCN1CCOCC1)/C(=C/c1ccc(Cl)cc1)NC(=O)c1ccccc1	0.0	-0.4	6	1	1	-3	-1	i	-8
61	CC(C)NC(=O)NC(=O)CSc1ccc(S(=O)(=O)N2CCCC2)cn1	-0.1	-0.5	23	0	3	2	-3	i	-3
62	COc1ccc(CC(=O)Nc2ccc(S(=O)(=O)N3CCCCC3)cc2)cc1OC	-0.4	1.0	9	10*	1	5	-12	i	-6
63	Cc1ccc(S(=O)(=O)N2CCN(C(C)C(=O)Nc3ccccc3-c3ccccc3)CC2)cc1 (centres undefined)	-0.7	0.4	-8	-4	-10	2	-2	i	23
